Screening results deposited in PubChem BioAssay by several laboratories.
RT RNaseH block: blocks HIV-1 RNase H cleavage of RNA/DNA duplex | RT-RNase H RNA/DNA duplex cleavage, fluorescence | inhibition, % at 10 µM | 1.9% of 65,000 active; in the data active = inhibition above about 50%
RmlCD inh mix: mixture blocks RmlC and RmlD coupled enzyme activity. RmlC/RmlD coupled enzyme inhibition, 384-well mixture HTS. inhibition, % at 5.5 µM. 0.39% of 110,000 active; in the data active = inhibition above about 30%, passing the limit was not always enough; also: strong numbers were not always called active
The depositor's hits bear a star; i = inactive; . = not tested or not shown. Only part of the results is shown (hit frequency here may not be typical).

The first two entries (preview)
SMILES | RT RNaseH block | RmlCD inh mix
Cc1ccc(CNC(=O)C2CC(c3ccc(C(F)(F)F)cc3)=NO2)o1 (centres undefined) | . | -1
CCOC(=O)C1=C(C)Nc2nc3ccccc3n2C1c1ccccc1 (centres undefined) | . | 9

Results, previewed entries included:
SMILES | RT RNaseH block | RmlCD inh mix
Cc1ccc(CNC(=O)C2CC(c3ccc(C(F)(F)F)cc3)=NO2)o1 (centres undefined) | . | -1
CCOC(=O)C1=C(C)Nc2nc3ccccc3n2C1c1ccccc1 (centres undefined) | . | 9
Cc1n[nH]c(C)c1CCc1nc2c3ccccc3nc(SCC(N)=O)n2n1 | -49 | -24
O=C(N/N=C\c1cn(-c2ccccc2)nc1-c1ccccc1)c1ccc2c(c1)OCO2 | . | 6
Cc1cccc(/C=C2\CS/C(=C\c3cccc(C)c3)C2=O)c1 | . | -3
Cc1nc(SCC(=O)c2ccccc2)n[nH]1 | 59* | -3
CCCCC1=CC2=C(c3ccco3)C(=O)C(C)(OC(=O)c3ccc(OC)cc3)C(=O)C2=CN1c1ccccc1 (centres undefined) | . | 8
COCCCn1c(C)nnc1SCC(=O)NCc1ccco1 | . | 5
S=C(Nc1ccc(Oc2ccccc2)cc1)NC1CCCCC1 | . | -11
Cc1nn(-c2ccccc2)c(C)c1NC(=O)c1cccs1 | -5 | -9

Four records drawn at random from the list so far, as already listed:
SMILES | RT RNaseH block | RmlCD inh mix
Cc1nc(SCC(=O)c2ccccc2)n[nH]1 | 59* | -3
Cc1n[nH]c(C)c1CCc1nc2c3ccccc3nc(SCC(N)=O)n2n1 | -49 | -24
COCCCn1c(C)nnc1SCC(=O)NCc1ccco1 | . | 5
Cc1cccc(/C=C2\CS/C(=C\c3cccc(C)c3)C2=O)c1 | . | -3

(next part)
SMILES | RT RNaseH block | RmlCD inh mix
COc1ccccc1-c1noc(-c2cc(OC)c(OC)c(OC)c2)n1 | 2 | 1
COc1ccccc1CNC(=O)CSc1nc(-c2ccccc2)cn1N | -22 | 4
CC(C)C(=O)NC(c1ccc([N+](=O)[O-])cc1)c1c(O)ccc2ccccc12 (centres undefined) | . | -19
CC(=O)c1cccc(NC(=O)NCc2ccco2)c1 | 6 | -8
CCn1c(-c2cc(Br)cc(OC)c2O)nc2cc(S(=O)(=O)N(C)C)ccc21 | 15 | 9
CCc1ccc(N2CCN(C(=O)c3ccc(OC)c(OC)c3)CC2)cc1 | 1 | 5
CCc1ccccc1NC(=O)CSc1nnc(-c2ccco2)n1N | 5 | -14
CN(C(=O)c1ccncc1)c1nnc(-c2ccccn2)s1 | -3 | 108*
Cc1cc(C)c(NC2=NCC(=O)N2C2CCCCC2)c(C)c1 | -57 | 7
CC(C)(C)NS(=O)(=O)c1cccc2nsnc12 | -2 | 16
O=C1NC(=O)C(Nc2cccc3ccccc23)S1 (centres undefined) | . | 6
CCOC(=O)c1c(NC(=O)CN2CCN(c3ccc(Cl)cc3)CC2)sc(C)c1C | . | 0
O=S(=O)(Nc1ncn[nH]1)c1ccc2ccccc2c1 | -15 | -10
CCOC(=O)Cn1c(=NC(=O)CSC(C)=O)sc2cc(OC)ccc21 | 0 | 10
CCO[C@H]1OC(C(=O)N2CCN(Cc3ccccc3)CC2)=C[C@@H](c2cn(C(C)=O)c3ccccc23)[C@@H]1CCCO | . | 77
CNC(=O)N(C)c1nnc(C(C)(C)C)s1 | 1 | -13
O=C(CN1C(=O)c2ccccc2S1(=O)=O)Nc1ccc(S(=O)(=O)N2CCCC2)cc1 | -7 | 6
CC(C)C(=O)NC(c1ccco1)c1ccc2cccnc2c1O (centres undefined) | 6 | 7
CC1CCCCC1NC(=O)COn1nnc2ccc(Cl)cc21 (centres undefined) | . | 10
CS(=O)(=O)N1CCN(c2ccccc2NC(=O)c2cccc3ccccc23)CC1 | . | -4
O=C(Oc1ccccc1)c1cccc2cccnc12 | -21 | -38
O=C(NCCc1ccccc1)[C@@H]1CC=C[C@@H]2CCN(C3CCCCC3)C(=O)[C@@H]21 | . | -10
O=C(O)CNC(=O)C1COc2ccccc2O1 (centres undefined) | -5 | 3
O=C(Nc1nnc(CC(=O)N2CCOCC2)s1)C1COc2ccccc2O1 (centres undefined) | 6 | -6
Cc1ccc(C(C(=O)NC2CCCCC2)N(CC2CCCO2)C(=O)CNC(=O)c2ccco2)cc1 (centres undefined) | 0 | 12
CC(=O)N1CCc2cc(S(=O)(=O)NCCC(=O)Nc3ccc4c(c3)OCCO4)ccc21 | -6 | 7
Fc1ccccc1Cn1nnc(-c2ccc3c(c2)OCO3)n1 | . | -7
c1ccc(-n2nnnc2NCCc2c[nH]c3ccccc23)cc1 | -20 | i
COC(=O)Nc1sc2c(c1C(=O)NC1CC1)CCCCCC2 | . | -3
CC(C)=C1C2CCC1C1C(=O)N(c3nc(-c4ccc(F)cc4)c(C)s3)C(=O)C21 (centres undefined) | . | 1

Next part, starting with the last 5 of the part before.
SMILES | RT RNaseH block | RmlCD inh mix
CC(=O)N1CCc2cc(S(=O)(=O)NCCC(=O)Nc3ccc4c(c3)OCCO4)ccc21 | -6 | 7
Fc1ccccc1Cn1nnc(-c2ccc3c(c2)OCO3)n1 | . | -7
c1ccc(-n2nnnc2NCCc2c[nH]c3ccccc23)cc1 | -20 | i
COC(=O)Nc1sc2c(c1C(=O)NC1CC1)CCCCCC2 | . | -3
CC(C)=C1C2CCC1C1C(=O)N(c3nc(-c4ccc(F)cc4)c(C)s3)C(=O)C21 (centres undefined) | . | 1
CC(NC(=O)c1cccc(Cn2cc([N+](=O)[O-])cn2)c1)c1ccc(C(C)(C)C)cc1 (centres undefined) | . | 4
CCn1c(=S)ccc2ccc(OC)cc21 | -15 | .
Cc1cc(C(=O)CSc2nnc(-c3cccs3)o2)c(C)n1-c1ccccc1 | -8 | -42
O=C(Cn1cnc2c(cnn2-c2ccc(Cl)cc2)c1=O)NCCc1ccccc1 | 4 | -4
Cc1cc(C)cc(N2CC34C=CC(O3)C(C(=O)OCC(=O)NCc3ccco3)C4C2=O)c1 (centres undefined) | 0 | -13
O=C(Nn1c(Cc2cccs2)nc2ccccc2c1=O)c1ccc(F)c(F)c1 | . | 13
Cc1cc2c(s1)c1cnn(CC(=O)NCCc3ccccc3)c(=O)c1n2C | 39 | -10
COc1ccccc1-c1ccc(C(=O)O)o1 | -17 | .
COC(=O)CN1C(c2ccccc2)=Nc2ccc(Cl)cc2C1c1ccccc1 (centres undefined) | . | 3
COC(=O)CSc1nnc(C)n1-c1cccc(OC)c1 | . | -17
Cc1cc(C)cc(NCc2cc3c(cc2[N+](=O)[O-])OCO3)c1 | . | 0
CCOc1cc(NS(=O)(=O)c2ccc(Cl)cc2)c(OCC)cc1NC(=O)CC(C)C | . | 8
CCCCOCCCn1c(N)c(C(=O)OCCOC)c2nc3ccccc3nc21 | 5 | 57*
O=C(CN1N=C(C(F)(F)F)CC1(O)c1ccc([N+](=O)[O-])cc1)c1ccccc1 (centres undefined) | . | 10
O=C(c1ccc2c(c1)ncn2C1CCCCC1)N1CCC2(CC1)OCCO2 | -14 | -11
COc1ccc(CNC(=O)CN(CC2CCCO2)C(=O)CNS(=O)(=O)c2ccccc2)cc1 (centres undefined) | -6 | -19
COc1ccccc1CC(=O)N1CCN(c2ccccn2)CC1 | . | -35
COC(=O)CSc1nnc(-c2cnccn2)n1C | -2 | 10
COC(=O)C1CSC(C(=O)OC)N1C(=O)Nc1ccc(Cl)cc1 (centres undefined) | . | -15
COc1ccc(-c2csc(Nc3ncccc3C)n2)cc1 | . | -9
Cc1nc2ccc(-c3nc4ccccc4o3)cc2[nH]1 | . | 6
O=C(c1ccc(O)cc1)c1ccc(C(=O)c2ccc(O)cc2)cc1 | . | 14
CC(C)c1cc(-c2cc(C(=O)NCc3ccccc3)on2)nc(NCC2CC2)n1 | . | -15
Cc1ccccc1CNC(=O)c1ccc(CSCc2ccccc2)cc1 | . | -5
COc1ccc(C(c2c[nH]c3ccccc23)c2c[nH]c3ccccc23)cc1O | . | -10
COC(=O)CSc1nnc(CNc2nc(-c3ccccc3)cs2)n1C | . | -14
O=C(Nc1ccc(F)c(F)c1)c1ccc2c(c1)OCO2 | -1 | -14
O=C1CC(c2ccc(Cl)cc2)CC(O)=C1C=NCc1ccc(Cl)c(Cl)c1 (centres undefined) | . | 12
COc1ccc(CCN2C(=O)C3C4C=CC(C4)C3C2=O)cc1OC (centres undefined) | -8 | -7
COc1ccccc1C(=O)NCCn1cc(SCC(=O)Nc2nnc(C)s2)c2ccccc21 | -6 | 8

Profiles from above:
`O=C1CC(c2ccc(Cl)cc2)CC(O)=C1C=NCc1ccc(Cl)c(Cl)c1` (centres undefined) reads RT RNaseH block: .; RmlCD inh mix: 12
`Cc1ccccc1CNC(=O)c1ccc(CSCc2ccccc2)cc1` reads RT RNaseH block: .; RmlCD inh mix: -5
`COc1ccccc1C(=O)NCCn1cc(SCC(=O)Nc2nnc(C)s2)c2ccccc21` reads RT RNaseH block: -6; RmlCD inh mix: 8

Next section:
SMILES | RT RNaseH block | RmlCD inh mix
CC(=O)c1cc(C#N)c(Oc2ccc(Cl)cc2Cl)nc1C | . | -8
O=C(CN(Cc1ccco1)C(=O)CCC(=O)Nc1ccccn1)NCCc1ccccc1 | -10 | 9
Cc1ccc(-c2nn(C)c(=O)c3ccccc23)cc1S(=O)(=O)N1CCOCC1 | -42 | 9
COCCNC(=O)c1c[nH]n2c(=O)cc(C3CCN(C(=O)OC(C)(C)C)CC3)nc12 | . | -8
c1csc(CSc2nc3ccccc3s2)c1 | -16 | -14
O=C(Nc1ccc(Br)cc1)N1CCCCCCC1 | -21 | 3
Cc1ccc(S(=O)(=O)NNC(=O)CCC(=O)Nc2ccc(C)c(C)c2)cc1 | . | 1
CCn1c(SCC(=O)Nc2ccccc2F)nc2c(c1=O)SC(C)C2 (centres undefined) | -26 | 6
Cc1cc(N2C(=O)C(=O)/C(=C(/O)c3ccccc3)C2c2cccc(Br)c2)no1 (centres undefined) | 1 | .
CC(C)(C)c1ccc(C(=O)Nc2ccc(O)c3c(=O)cc(-c4ccccc4Cl)oc23)cc1 | . | -10
COc1cccc(CN2CCNC(=O)C2CC(=O)O)c1OC (centres undefined) | -1 | 10
CCOc1[nH]n(-c2ccc(Cl)cc2)c(=O)c1C=Nc1ccc(Cl)cc1 | . | -11
COc1ccc(C2C(C(=O)Nc3cccc(C)n3)CCC(=O)N2c2ccc(OC)cc2)cc1 (centres undefined) | -21 | -7
CCc1c(O)nc(SCC(=O)Nc2ccccc2)n(-c2ccccc2)c1=O | 1 | -8
O=C(Cc1n[nH]c(=O)c2ccccc12)OCC(=O)c1ccc2c(c1)OCCO2 | -35 | 8
COc1cccc(C2C(C#N)=C(N)Oc3cc(C)n(Cc4ccccn4)c(=O)c32)c1OC (centres undefined) | -8 | 2
CCN1CCN(CC(=O)Nc2cccc(C)c2C)C(=O)C1=O | -9 | -15
Cc1ccc(N2C(=O)CC(N3CCN(C)CC3)C2=O)cc1 (centres undefined) | . | -10
Cc1c(C)n(C)c2ccc(C(=O)Nc3cccc4ccccc34)cc12 | . | 4
O=C(CSc1nc2ccccc2[nH]1)NCCCn1ccnc1 | 3 | 5
COc1ccc(-c2nnn(CC(=O)OC3CCCCC3)n2)cc1OC | -13 | 3
CN(C)c1cccc(C(=O)Nc2cccc(F)c2)c1 | 80* | -74
CC(C)n1c(N2CCN(C(=O)N3CCCCC3)CC2)nc2ccccc21 | 2 | 8
CC(C)c1[nH]nc2c1C(c1cccnc1)C(C#N)=C(N)O2 (centres undefined) | -3 | -12
CCc1cc2c(=O)n(C(C)C(=O)OC3CCCCC3)cnc2s1 (centres undefined) | -24 | -11
CC12CCCCC1=[N+]([O-])CN2O (centres undefined) | 1 | -15
c1ccc(Cc2nnc3n2CCCCC3)cc1 | -5 | -13
CCC1Oc2ccccc2N(CC(=O)NCCc2ccc(OC)c(OC)c2)C1=O (centres undefined) | . | -11
c1cncc(-c2nc3cc(Cc4ccc5oc(-c6cccnc6)nc5c4)ccc3o2)c1 | 3 | .
Cc1ccccc1C(=O)N1CCN(c2ccc([N+](=O)[O-])c(NCc3ccco3)c2)CC1 | . | -3
O=C(Nc1cccc(Cl)c1)N1CCN(Cc2ccccc2)CC1 | -8 | -19
CC(C)n1c(-c2ccco2)csc1=Nc1cccnc1 | -36 | -7
Cc1nccn1CC(O)COC1CCCCC1 (centres undefined) | 1 | -9
CC(=O)c1cc2c(cc1NS(=O)(=O)c1ccc3c(c1)OCCO3)OCO2 | -28 | -14
N#C/C(=C(\O)Cc1ccccc1)c1nc2ccccc2[nH]1 | . | -12
Cc1ccc(S(=O)(=O)NCc2ccncc2)cc1 | -2 | 6
COc1cc(OC)cc(C(=O)NCc2cccnc2)c1 | -12 | 6
CC1CN(C(=O)COc2ncnc3ccccc23)CC(C)O1 (centres undefined) | . | 0
Cc1ccc(C(=O)c2coc3ccc(O)c(Cl)c23)cc1 | . | -10
COc1cc(-c2nnc3sc(-c4ccncc4)nn23)cc(OC)c1OC | 14 | .
COc1cccc(-c2nc(-c3ccc(NC(=O)c4ccncc4)cc3)no2)c1 | . | -7
CCn1c(N)c(C(=O)NC2CCCCC2)sc1=S | -25 | 10
CCCC(C)C(=O)Nc1ccc(NC(C)=O)cc1 (centres undefined) | . | -14
CCCCCCCCCC(=O)OCC(O)CO (centres undefined) | . | -13
Cc1nnc(NC(=O)c2ccco2)s1 | -5 | -11
